# GAA spleen mod: qHTS Assay for Inhibitors and Activators of Human alpha-Glucosidase From Spleen Homogenate; Potency, µM (highest dose often 79.9 µM), inactives show at the highest dose activity change, negative = inhibition, actives largely listed as inhibitors; AID 2112, 2009; 240,000 tested, 0.006% active; human spleen homogenate, 4-MU-alpha-glucoside fluorescence; Lysosomal alpha-glucosidase (Homo sapiens), P10253;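 further: 0% = enzyme with vehicle and -100% = no enzyme basal signal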
#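 Human spleen homogenate (1 ug) with 4-methylumbelliferyl-alpha-D-glucopyranoside (1 mM final) in 50 mM citrate/phosphate pH 5.0, 0.01% Tween-20; 40 min at 37 C. Stopped at pH 10; 4-MU fluorescence Ex 365/Em 440 nm; AC50 by Hill fit.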
# GoLoco inh red: qHTS Assay for Inhibitors of RGS12 GoLoco Motif Activity (Red Fluorophore); Guanine nucleotide-binding protein G(i) subunit alpha-1 (Homo sapiens), P63096; Gai1:RGS12 GoLoco peptide FP, rhodamine, 10 min; Potency, µM (top dose mostly 61.6 µM), for inactives: at the top dose activity, negative = inhibition, hits mostly inhibitors; 230,000 tested, 0.44% active; AID 880, 2007; active means well fitted inhibition curve with a large enough effect, not every such curve was filed as active; inactive means no such curve, though single readings can be large or run the other way; further: nearly all actives have a fitted effect of over 30% in size; many of its hits are not listed in these tables
# Target sequence (P63096 whole entry, looked up): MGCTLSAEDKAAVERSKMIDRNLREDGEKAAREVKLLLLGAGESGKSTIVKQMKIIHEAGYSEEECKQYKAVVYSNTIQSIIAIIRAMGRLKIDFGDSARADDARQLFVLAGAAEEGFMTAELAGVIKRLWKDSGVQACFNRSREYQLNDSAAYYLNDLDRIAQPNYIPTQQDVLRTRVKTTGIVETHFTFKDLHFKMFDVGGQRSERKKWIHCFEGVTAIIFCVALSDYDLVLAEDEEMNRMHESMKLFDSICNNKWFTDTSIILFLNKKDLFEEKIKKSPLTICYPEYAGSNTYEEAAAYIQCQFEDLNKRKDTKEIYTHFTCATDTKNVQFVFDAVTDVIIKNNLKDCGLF
# TexasRed fluor: Total Fluorescence Counterscreen for Inhibitors of the Interaction of Thyroid Hormone Receptor and Steroid Receptor Coregulator 2; TRb/SRC2 Texas Red total fluorescence interference; Potency, µM (series often up to 106 µM), without a hit: at the top dose fluorescence change, negative = quenching; 280,000 tested, 0.29% active; active means well fitted curve in either direction with a large enough effect; inconclusive means small, poorly fitted or top-dose-only effect
#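 Human TRβ ligand-binding domain (0.6 uM) and Texas Red SRC2 peptide (20 nM) in Tris buffer with 1 uM T3 and 5% DMSO were incubated with pinned compound for 5 hr at ambient temperature. Total fluorescence was computed as S + 2P (555/632 nm).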
# RECQ1 helicase: qHTS Assay for Inhibitors of RecQ-Like Dna Helicase 1 (RECQ1). ATP-dependent DNA helicase Q1 (Homo sapiens), P46063. RECQ1 DNA unwinding, red fluorescence kinetic read. Potency, µM (highest dose often 57.3 µM), for inactives: top-dose activity, negative = inhibition, hits mostly inhibitors. 240,000 tested, 0.54% active. AID 2549, 2010;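 further: plate controls were vehicle for no effect and no enzyme for full effect; nearly all actives have a fitted effect of over 30% in size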
# Target sequence (P46063 whole entry, looked up): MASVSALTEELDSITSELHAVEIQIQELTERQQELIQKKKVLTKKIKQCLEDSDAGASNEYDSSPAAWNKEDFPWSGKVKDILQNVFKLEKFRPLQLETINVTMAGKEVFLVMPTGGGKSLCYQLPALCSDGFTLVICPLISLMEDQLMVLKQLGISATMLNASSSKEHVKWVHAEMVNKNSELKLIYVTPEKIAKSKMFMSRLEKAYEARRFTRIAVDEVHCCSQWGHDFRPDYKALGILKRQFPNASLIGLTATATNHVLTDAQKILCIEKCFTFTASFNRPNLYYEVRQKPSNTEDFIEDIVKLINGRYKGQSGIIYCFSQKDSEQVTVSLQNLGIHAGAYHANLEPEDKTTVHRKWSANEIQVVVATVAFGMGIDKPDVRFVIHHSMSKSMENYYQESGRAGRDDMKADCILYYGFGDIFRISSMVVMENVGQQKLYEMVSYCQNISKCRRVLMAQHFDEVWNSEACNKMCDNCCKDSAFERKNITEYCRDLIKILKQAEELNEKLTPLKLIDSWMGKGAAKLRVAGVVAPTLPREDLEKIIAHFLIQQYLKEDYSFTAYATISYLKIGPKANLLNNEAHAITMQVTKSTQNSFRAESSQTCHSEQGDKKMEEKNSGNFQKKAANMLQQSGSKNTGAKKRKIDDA
#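 50 nM RECQ1T1 preincubated 15 min with compound in Tris pH 8.0 buffer with MgCl2, DTT, Tween-20 and 2.5 ug/ml poly(dI-dC); started with 200 nM TAMRA/BHQ-2 forked duplex and 2 mM ATP. Unwinding read as fluorescence (525/598 nm), two reads 2 h apart.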
# GAA inhib: qHTS Assay for Inhibitors of Human alpha-Glucosidase as a Potential Chaperone Treatment of Pompe Disease | Lysosomal alpha-glucosidase (Homo sapiens), P10253 | purified human GAA, 4-MU-alpha-glucoside fluorescence | Potency, µM (highest dose often 76.9 µM), for the others: at the top dose activity change, negative = inhibition, hits mostly inhibitors | 200,000 tested, 0.005% active | AID 1466, 2008;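 further: plate controls were uninhibited enzyme wells for no effect and no-enzyme background for full effect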
#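 Read-out is 4-methylumbelliferone fluorescence (Ex 365/Em 440 nm) after NaOH/glycine stop at pH 10. Enzyme 4 nM, substrate 400 uM, pH 5.0 citrate buffer, 20 min room temperature; AC50 from Hill-equation concentration-response.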
# L3MBTL1 block: qHTS Assay for the Inhibitors of L3MBTL1; 230,000 tested, 0.66% active; AlphaScreen L3MBTL1–H3K9me1 peptide binding; Lethal(3)malignant brain tumor-like protein 1 (Homo sapiens), Q9Y468; AID 485360, 2010; Potency, µM (titrated, usually from 57.1 µM), without a hit: at the top dose activity, negative = inhibition, actives largely listed as inhibitors; further: nearly all actives have a fitted effect of over 60% in size
#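 Displacement of a biotinylated histone H3(1-15) peptide monomethylated at Lys9 (75 nM) from L3MBTL1 (50 nM) was measured by AlphaScreen after a 30 min room-temperature compound incubation; cefsulodin titration served as intraplate control.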
# GAA glycogen mod: qHTS Assay for Inhibitors and Activators of Human alpha-Glucosidase Cleavage of Glycogen; recombinant GAA, glycogen substrate, Amplex Red glucose oxidase fluorescence; Potency, µM (highest dose often 76.4 µM), for the others: top-dose activity change, negative = inhibition, actives largely listed as inhibitors; 300,000 tested, 0.38% active; Lysosomal alpha-glucosidase (Homo sapiens), P10253;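 further: 0% = full enzyme reaction and -100% = no-enzyme basal signal; the screen sought inhibitors and activators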
#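 Recombinant human alpha-glucosidase (4 nM final) hydrolysed bovine liver glycogen (30 ug) for 40 min at 37 C in pH 5.0 citrate/phosphate with 0.01% Tween-20. Released glucose detected by glucose oxidase/Amplex Red, Ex 573/Em 610 nm. Compounds up to 77 uM; AC50 from Hill fits.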
# TRb SRC2 PPI: qHTS for Inhibitors of the Interaction of Thyroid Hormone Receptor and Steroid Receptor Coregulator 2; Thyroid hormone receptor beta (Homo sapiens), P10828; TRbeta-SRC2 peptide binding, fluorescence polarization; receptor liganded with 1 µM T3; Potency, µM (top dose mostly 106 µM), for the others: at the top dose activity change, negative = inhibition, hits mostly inhibitors; 280,000 tested, 0.065% active;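 further: plate controls were bound peptide for no effect and peptide without receptor for full effect; nearly all actives have a fitted effect of over 50% in size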
#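 Binding of a 20-amino-acid Texas Red SRC2 peptide (20 nM) to TRb ligand-binding domain (0.6 uM) with agonist T3 at 1 uM was followed by fluorescence polarization after a 5 hr room-temperature incubation.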
# * marks the source's active call; other numbers are inactive results; i = inactive; ? = inconclusive; . = no result given; & = joins results of further samples; [ ] = remark or other dose. Unless noted, the call rests on the fitted dose curve; in most records, active means well fitted curve in the direction sought with a large enough effect; inconclusive means small, poorly fitted or top-dose-only effect, or another doubt; inactive means no such curve, though single readings can be large; an effect the other way counts as inactive or inconclusive. Unless noted, on the % scale 0 is the no-effect control and ±100 the full control effect; potency means the concentration at half of the fitted maximal effect. These rows are one share of the data; the hit share may differ from the screen's.
SMILES,GAA spleen mod,GoLoco inh red,TexasRed fluor,RECQ1 helicase,GAA inhib,L3MBTL1 block,GAA glycogen mod,TRb SRC2 PPI
COc1ccc(C)cc1-n1nnnc1SCC(=O)Nc1cccnc1Cl,-10%,-6%,-1%[53 µM],-1%,3%,0%,-5%,-4%[53 µM]
CCCOc1ccccc1-c1nc2c([nH]1)c(=O)[nH]c(=O)n2C,1%,6%,-1%,-3%,-4%,.,-2%,-4%
O=C(Nc1nnc(C2CC2)s1)c1ccc(Cl)c(S(=O)(=O)N2CCc3ccccc3C2)c1,-2%,15%,-36%,-12%,-13%,4%,14%,-9%
O=C(/C=C/c1ccco1)N(Cc1cccc(Br)c1)C1CCS(=O)(=O)C1 (centres undefined),2%,3%,0%,-17%,.,.,-4%,-5%
CCOP(=O)(O)c1ccccc1OCCOc1ccccc1P(=O)(O)OCC,3%,3%,1%,-6%,-11%,.,12%,-13%
Cc1ccc(S(=O)(=O)c2nc(NC3CCS(=O)(=O)C3)sc2Cl)cc1 (centres undefined),-16%,-3%,-1%,-13%,-10%,.,8%,-4%
CCCCN1C(=O)C(NC(C)=O)c2ccccc21 (centres undefined),-12%,-1%,0%,0%,3%,-7%,4%,-11%
CC(C)N(C(=O)CSc1nc2ccccc2n1-c1ccccc1)C(C)C,-9%,30%[activator],5%,i,3%,1%,1%,3%
CC(C)Sc1oc(-c2ccco2)nc1S(=O)(=O)c1ccccc1,-7%,15%,-1%,-5%,1%,-12%,-6%,-11%
COc1ccc(S(=O)(=O)N(Cc2nc3ccccc3c(=O)[nH]2)C2CCCC2)cc1,-4%,7%,0%,2%,1%,.,7%,3%
CCOc1cc(/C=N/Nc2ccc(C(=O)O)cc2)ccc1OC(=O)c1ccccc1C,9%,4%,-4%,1%,.,.,-27%,0%
COc1ccc(CN(C)Cc2nc(Cc3cccc(F)c3)no2)c2cccnc12,3%,-7%,3%,-6%,0%,7%,9%,4%
COC(=O)C1=C(C)NC(=O)CC1c1cc(Br)ccc1F (centres undefined),-13%,-9%,0%,-15%,-5%,4%,-4%,-2%
Cc1ccc(Cl)cc1NC(=O)c1cc(S(=O)(=O)N2CCOCC2)cn1C,.,.,-3%,.,.,16%,-1%&9%[76.3 µM],-11%
O=C(Nc1cnc2sc3c(n2c1=O)CCCC3)c1ccc(F)cc1,2%,6%,-2%,i,-3%,-1%,2%,-4%
O=C(CSc1nnc(CNc2ccccc2)o1)N1CCN(C(=O)c2ccco2)CC1,0%,7%,-2%,-3%,6%,3%,3%,1%
Cc1cc(C)n(-c2nnc(C)n2/N=C/c2cc(Br)ccc2OCc2ccccc2)n1,-11%,-2%,0%,-17%,0%,-3%,-17%,1%
CC(=O)C1=NN(c2ccccc2)C(c2cccs2)N1c1ccc(N(C)C)cc1 (centres undefined),7%,10%,-2%,i,-4%,.,?,-6%
CCN(C(=O)/C=C/c1ccc2c(c1)OCO2)c1ccccc1,-3%,1%,-1%[53 µM],-10%,1%,-1%,7%,-3%[53 µM]
CCC(C(=O)NC1CCCC1)n1c(SCc2cccc(C)c2)nc2ccncc21 (centres undefined),-4%,7%,-1%,i,-7%,11%,-2%,4%
N/C(Cn1cncn1)=N\OC(=O)c1ccc(Cl)cc1,4%,-12%,-3%,14%,-1%,2%,11%,1%
Cc1cccc(NC(=S)NNC(=O)c2cc3c(s2)CCC(C)C3)c1C (centres undefined),5%,-13%,1%,-10%,6%,3%,-1%,-4%
O=C(NCc1ccc2c(c1)OCO2)C1CCCN(S(=O)(=O)c2cccc3nonc23)C1 (centres undefined),-1%,63%[activator],-4%,?,0%,.,4%,-3%
O=C(COc1ccc(Br)cc1Cl)NC1CCCCC1,-3%,-4%,3%,i,4%,-1%,-6%,1%
CN(C)C(=S)Nc1nc2ccccc2s1,6%,0%,-1%[53 µM],14%,10%,?,9%,-3%[53 µM]
SMILES,GAA spleen mod,GoLoco inh red,TexasRed fluor,RECQ1 helicase,GAA inhib,L3MBTL1 block,GAA glycogen mod,TRb SRC2 PPI
O=C(CSc1nc2ccc(Cl)cc2[nH]1)c1c[nH]c2ccccc12,0%,36%[activator],-1%,2%,3%,-6%,4%,7%
CCOC(=O)c1[nH]c2ccc(F)cc2c1N=C(C)N(CC)CC,-3%,5%,-3%,i,-6%,.,1%,-8%
CCOc1ccccc1N1CCN(CC(=O)Nc2nnc(CC)s2)CC1,-5%,-2%,-7%,i,7%,31%[activator],-2%,-7%
O=C(NCc1ccco1)c1cc([N+](=O)[O-])ccc1Cl,4%,4%,-1%,i,12%,5%,-9%,1%
CC(=O)Nc1ccc(S(=O)(=O)N2CCN(CC3CC4C=CC3C4)CC2)cc1 (centres undefined),-16%,7%,-1%,-4%,-18%,-23%,3%,-2%
COc1cc(O)c(C(CCN2CCCCC2)c2ccc(N(C)C)cc2)c(OC)c1 (centres undefined),-11%&-6%,-7%,-4%&-1%,-4%,.,.,17%,3%&-3%
CCOC(=O)N1CCN(CC(O)COc2ccc(C)cc2C(C)(C)C)CC1 (centres undefined),-6%,7%,0%,-1%,2%,3%,3%,-6%
O=C(Nc1ccccc1OC(=O)c1ccc(Cl)cc1)c1ccc(Cl)cc1,-2%,6%,-1%,-15%,9%,10%,-6%,0%
CCc1cc2c(=O)nc3n(c2s1)Cc1ccccc1/C3=C(/O)c1ccc(F)cc1,-7%,-14%,0%,8%,2%,.,-2%,-6%
CCNS(=O)(=O)c1ccc2c(c1)NCC2,6%,8%,0%,-1%,2%,-9%,-2%,-3%
CC(C)COc1ccc(C(=O)N/C(=C\c2cccc([N+](=O)[O-])c2)C(=O)OC(C)C)cc1,-13%,7%,-4%,1%,-4%,-2%,3%,4%
CCc1c(C)sc(NC(=O)C2CCCO2)c1C#N (centres undefined),-4%,12%,0%,-13%,-22%,-2%,0%,-3%
COc1ccc(CCNC(=O)c2c(O)c3cccc4c3n(c2=O)CC4)cc1,2%,-9%,2%,-1%,6%,-1%,2%,3%
N#Cc1ccc(C(=O)Nc2cc(S(=O)(=O)N3CCCC3)ccc2OCC(F)(F)F)cc1,-10%,-28%,0%,4%,-27%,8%,-5%,2%
O=C(COc1ccccc1)NCC(=O)NC1=NCCS1,-1%,-10%,2%,i,-5%,-1%,1%,-7%
CN(C(=O)CSc1nnc(-c2ccc(F)cc2)c2ccccc12)C1CCS(=O)(=O)C1 (centres undefined),3%,33%[activator],-1%,i,3%,-8%,-11%,6%
COc1cccc(S(=O)(=O)c2nc(C)c3c(n2)CCC3)c1,7%,3%,0%,i,8%,1%,22%,5%
O=C(NNC(=O)[C@@H]1CCCC[C@@H]1C(=O)O)Nc1ccccc1,-1%,8%,-4%,-5%,-4%,9%,-3%,0%
Cc1cc(NC(=O)CCCn2cc([N+](=O)[O-])cn2)n(Cc2ccc(F)cc2)n1,-3%,9%,-6%,i,-4%,.,1%,3%
Cc1c(C(=O)Oc2cccc3cccnc23)oc2ccccc12,3%,4%,-4%,13%,-29%,?,3%,-5%
CSc1nc(Sc2cccc(Cl)c2)c2ccccc2n1,-3%,3%,-2%,-14%,-1%,7%,4%,5%
CC1(C)Cc2ccccc2C(N/N=C/c2ccc(Cl)cc2)=N1,4%,-5%,-2%,-17%,-8%,-2%,-11%,-4%
Cc1ccc(N(C)C(=O)N2CCN(S(=O)(=O)c3ccc(C)c(C)c3)CC2)cc1,-11%,-9%,0%,i,-10%,.,-6%,0%
Cc1ccc(Cl)c(NC(=O)CN2CCNC(=O)C2)c1Cl,5%,7%,-9%,i,9%,1%,-2%,-1%
CCCCNC(=S)Nc1ccc(Cl)cc1,-7%,0%,0%,-9%,-2%,4%,-3%,5%
COc1ccc(C)cc1S(=O)(=O)N(C)CC(=O)NC1CC1,-3%,1%,-1%,-2%,4%,.,-4%,-13%
Cc1cc(C)nc(SCc2nc3ncccn3c2Br)n1,-2%,-3%,2%,-7%,?,1%,6%,0%
Cc1ccc(NC(=O)CCC(=O)NNC(=O)c2cccs2)c(C)c1,-3%,0%,-2%,-3%,4%,4%,-3%,-15%
COc1ccc(C(=O)O/N=C(/c2cccs2)C(C)(C)C)cc1,5%,9%,-1%,-18%,-9%,42%[activator],-12%,0%
CCCCOc1ccc(CN=C(N)N)cc1Cl,3%,7%,-1%,-9%,.,.,2%,-4%

# Structural class: the compounds so far with a nitro group on carbon.
SMILES,GAA spleen mod,GoLoco inh red,TexasRed fluor,RECQ1 helicase,GAA inhib,L3MBTL1 block,GAA glycogen mod,TRb SRC2 PPI
O=C(NCc1ccco1)c1cc([N+](=O)[O-])ccc1Cl,4%,4%,-1%,i,12%,5%,-9%,1%
CC(C)COc1ccc(C(=O)N/C(=C\c2cccc([N+](=O)[O-])c2)C(=O)OC(C)C)cc1,-13%,7%,-4%,1%,-4%,-2%,3%,4%
Cc1cc(NC(=O)CCCn2cc([N+](=O)[O-])cn2)n(Cc2ccc(F)cc2)n1,-3%,9%,-6%,i,-4%,.,1%,3%
